Source: PubChem BioAssay
S1P2 blocker: S1P2 (human) receptor antagonism | O95136 | inhibition, % at 5 µM | cell-based S1P2 antagonist assay, inhibition at 5 uM | actives 0.21% (n = 97,000); in the data active means inhibition above about 45%;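 further: CRE beta-lactamase reporter cells expressing human S1P2 stimulated with S1P; 0% = agonist at EC80 alone and 100% = agonist plus reference antagonist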
Target sequence (O95136 whole entry, looked up): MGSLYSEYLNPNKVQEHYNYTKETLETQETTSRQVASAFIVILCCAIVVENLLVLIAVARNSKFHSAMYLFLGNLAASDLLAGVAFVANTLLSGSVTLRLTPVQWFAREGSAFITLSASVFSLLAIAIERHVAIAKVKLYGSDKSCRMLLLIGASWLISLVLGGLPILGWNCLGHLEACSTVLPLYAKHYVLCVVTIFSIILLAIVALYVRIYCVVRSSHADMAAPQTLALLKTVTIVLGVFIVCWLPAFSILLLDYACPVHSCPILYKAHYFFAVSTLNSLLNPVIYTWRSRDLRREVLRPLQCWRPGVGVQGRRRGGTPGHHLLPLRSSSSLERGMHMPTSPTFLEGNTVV
CD11b adhes inh: inhibitors of human CD11b/CD18 binding to fibrinogen | actives 0.54% (n = 93,000) | AID 1497 | P05107+P11215 | K562 CD11b/CD18 adhesion to fibrinogen, ATPlite luminescence; Mn2+ added to activate the integrin | inhibition, % at 10 µM;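 active means primary inhibition of 50% or more at 10 µM, then 40% or more on retest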; further: some results filed as inactive read as strong as hits
S1P2 agonist: S1P2 (human) receptor agonism. AID 729. actives 0.46% (n = 97,000). O95136. activation, % at 4.5 µM. S1P2-expressing cell line, agonist reporter read-out; in the data active means activation above about 16%;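 further: 0% = vehicle low control and 100% = maximal reference agonist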
Active calls of the source: *; · = not tested or not shown.

SMILES	S1P2 blocker	CD11b adhes inh	S1P2 agonist
Cc1cccc(C(C#N)c2nc3ccccc3nc2C(F)(F)F)c1 (centres undefined)	2.8	·	-1.1
CCOC(=O)c1c(-c2cccc([N+](=O)[O-])c2)csc1NC(=O)C1CCCCC1	-2.1	·	-2.4
Cn1nc(-c2ccccc2F)c2cc(C(=O)N3CCN(C(=O)c4ccco4)CC3)sc21	3.7	·	-7.4
COc1ccccc1NC(=S)Nc1cccc(F)c1	21.8	·	0.1
COc1ccc(NC(=S)Nc2ccc(OCc3ccccc3)cc2)cc1OC	14.1	·	-6.2
CNC(=S)NNC(=O)COc1cccc(C)c1C	14.7	·	-1.2
CCCCN(CC)C(=O)C1CCC(=O)N(c2ccc(OC)cc2)C1c1ccc(OC)c(OC)c1 (centres undefined)	14.6	·	-5.4
COc1ccc(CCNC(=O)c2c(O)c3c([nH]c2=O)CCCC3)cc1OC	5.3	·	-2.6
COc1ccc(NC(=O)Nc2cccc(OC)c2)cc1	5.4	·	-1.5
N#Cc1c(N)nc(SC2CCCCC2=O)c(C#N)c1-c1ccco1 (centres undefined)	-1.6	·	5.0
c1ccc(-n2c(Cc3cccnc3)nc3cnccc32)cc1	9.0	·	-7.1
O=C1c2ccccc2C(=O)N1Cc1cc(-c2ccc(Cl)cc2)no1	8.9	·	-3.9
Cc1ccc([N+](=O)[O-])cc1NC(=O)CN(C1CCCCC1)S(=O)(=O)c1ccc(Cl)cc1	-2.6	·	-5.0
COc1cc(-c2nc(Cc3c(F)cccc3Cl)no2)cc(OC)c1OC	1.7	·	-7.9
O=c1[nH]c2sc3c(c2c2nncn12)CCCC3	-8.8	·	-2.3
Cc1nnc(SCc2ccc(F)cc2)n1NC/C=C/c1ccccc1	10.7	·	-2.7
N#CC(C#N)=C1C=CC=CN1/C(=C\c1ccco1)C(=O)c1ccc(Br)cc1	·	22.6	·
Cc1ccc([N+](=O)[O-])cc1S(=O)(=O)N1CCCC1	·	3.0	·
COc1cccc(/C=N/NC(=O)c2cc3c(OC)cccc3[nH]2)c1OC	·	-10.6	·
COc1ccc(C(=O)Nc2ccc([N+](=O)[O-])cn2)c(OC)c1	·	28.2	·

Entries of single compounds, quoted from the list. Screens in order: S1P2 blocker, CD11b adhes inh, S1P2 agonist
O=c1[nH]c2sc3c(c2c2nncn12)CCCC3 in the list: -8.8, ·, -2.3
COc1ccc(C(=O)Nc2ccc([N+](=O)[O-])cn2)c(OC)c1 in the list: ·, 28.2, ·
Cc1nnc(SCc2ccc(F)cc2)n1NC/C=C/c1ccccc1 in the list: 10.7, ·, -2.7
c1ccc(-n2c(Cc3cccnc3)nc3cnccc32)cc1 in the list: 9.0, ·, -7.1
O=C1c2ccccc2C(=O)N1Cc1cc(-c2ccc(Cl)cc2)no1 in the list: 8.9, ·, -3.9

Carrying on:
SMILES	S1P2 blocker	CD11b adhes inh	S1P2 agonist
Cc1cccc(C(=O)c2c(N)sc3c2CCC(C)C3)c1 (centres undefined)	·	3.3	·
CCc1cccc(CC)c1NC(=O)COC(=O)c1ccc2c(c1)S(=O)(=O)c1ccccc1C2=O	·	-1.3	·
Cc1ccc(S(=O)(=O)C2C(=O)N(C)C3(C)CC2c2ccccc2O3)cc1 (centres undefined)	·	-7.3	·
CC(/C=N/NC(=O)CSc1nc(C)cc(C)n1)=C\c1ccccc1	·	4.5	·
COc1ccc(C2=NO[C@@H]3[C@@H]4C[C@@H]([C@H]5C(=O)N(c6ccc7c(c6)OCO7)C(=O)[C@@H]45)[C@H]23)cc1OC	·	14.8	·
COc1ccc(CN2C(=O)Cc3c2nc(N)c2c(N)nc(N4CCCCC4)c(C#N)c32)cc1	·	-7.9	·
COc1cccc(/C=N/Nc2nc3ccccc3n3cnnc23)c1O	·	-3.8	·
O=C(CC1SC(=O)N(Cc2ccc(Cl)cc2)C1=O)Nc1nccs1 (centres undefined)	·	-8.9	·
O=C(c1ccc([N+](=O)[O-])cc1)n1nc(-c2ccccc2)nc1NCc1ccc(F)cc1	·	-0.4	·
COc1ccc(OC)c(C2/C(=C(/O)c3ccccc3)C(=O)C(=O)N2Cc2ccco2)c1 (centres undefined)	·	-2.0	·
O=C(N=C1c2ccccc2CN1c1ccc(F)cc1)c1ccc(Cl)nc1	·	21.1	·
Cc1ccc(NC(=O)Cc2sc(C)nc2-c2ccc(C)cc2)cc1	·	28.4	·
O=C(Cn1c(=O)n(-c2ccccc2)c(=O)c2oc3ccccc3c21)Nc1ccccc1	·	-8.4	·
COc1ccc(C(=O)CSc2ccc(-c3ccco3)nn2)cc1	·	-8.1	·
COC(=O)c1sccc1NC(=O)COc1ccc(Cl)cc1Cl	·	12.5	·
O=C(Cc1cccc2ccccc12)NN1C(=O)C2C(C1=O)C1C=CC2C12CC2 (centres undefined)	·	-5.1	·
COc1ccc(-c2nnc(Nc3ccc(CC(N)=O)cc3)c3ccccc23)cc1	·	17.4	·
Cc1cc(N/N=C\c2ccccc2)nc(-c2ccccc2O)n1	·	3.6	·
Cc1ccc(-c2nnc(Nc3ccc(C(N)=O)cc3)c3ccccc23)cc1S(=O)(=O)NCC1CCCO1 (centres undefined)	·	-10.1	·
COc1ccc(C(C)(C)C)cc1NC(=S)NCCN1CCOCC1	·	2.9	·
Cc1cccc(C)c1Nc1nnc(SCc2cn3cccc(C)c3n2)s1	·	6.9	·
CC(C)Cn1c(-c2cc([N+](=O)[O-])ccc2Cl)nc2c1c(=O)[nH]c(=O)n2Cc1ccccc1	·	31.8	·
Cc1ccc(NC(=O)C(C)c2ccc([N+](=O)[O-])cc2)cc1Cl (centres undefined)	·	60.3	·
Fc1ccc(-c2csc3ncnc(Cl)c23)cc1	·	-9.2	·
CCN1C(=O)/C(=C/c2ccc(C)o2)N(C)C1=S	·	2.7	·
CSc1nc2sc3c(c2c(=O)[nH]1)CCc1ccccc1-3	·	-13.0	·
O=C(Nc1ccc(Br)cc1)c1ccc(F)c(S(=O)(=O)NCc2cccs2)c1	·	100.8	·
CC(C)(C)c1cc(C(=O)N/N=C/c2ccco2)n[nH]1	·	-15.6	·
Cc1ccc(C2CC(c3cccs3)=NN2C(=O)CSc2nc3ccccc3o2)cc1 (centres undefined)	·	11.2	·
Cc1c(N/C(=N/S(=O)(=O)c2ccccc2)c2ccc(Cl)cc2)c(=O)n(-c2ccccc2)n1C	·	-28.6	·
COc1ccc(C)cc1NCC(=O)Nc1ccc(C(C)(C)C)cc1	·	-1.7	·
CCOC(=O)c1c(-c2ccccc2)csc1NC(=O)c1cc2ccccc2oc1=O	·	-3.0	·
COc1ccc(C)cc1NC(=O)C(OC(=O)c1cc(C)oc1C)c1ccccc1 (centres undefined)	·	23.2	·
CN1C(=O)[C@@H]2[C@@H]3C[C@@H]([C@H]4ON=C(c5ccc(Cl)cc5)[C@@H]34)[C@@H]2C1=O	·	-4.0	·
CCOC(=O)c1ccccc1NC(=O)C=C(C)C	·	-3.4	·
COc1ccc(CCNC(=O)COC(=O)Cc2ccc(OC)cc2)cc1	·	-5.1	·
CC(=O)c1ccc(NC(=S)N2CCCC(CO)C2)cc1 (centres undefined)	·	-1.1	·
O=C(CC1S/C(=N/N=C/c2cccs2)NC1=O)Nc1ccc(Cl)c(Cl)c1 (centres undefined)	·	20.4	·
Cc1cccc(Nc2nnc(SCC(=O)Nc3ccccc3[N+](=O)[O-])s2)c1	·	40.0	·
Cc1ccc(/C=C/C(=O)Nc2cccc(S(=O)(=O)N3CCOCC3)c2)o1	·	7.4	·

Among those listed so far, these contain bromine:
SMILES	S1P2 blocker	CD11b adhes inh	S1P2 agonist
N#CC(C#N)=C1C=CC=CN1/C(=C\c1ccco1)C(=O)c1ccc(Br)cc1	·	22.6	·
O=C(Nc1ccc(Br)cc1)c1ccc(F)c(S(=O)(=O)NCc2cccs2)c1	·	100.8	·

Carrying on.
SMILES	S1P2 blocker	CD11b adhes inh	S1P2 agonist
Nc1ccc2oc(-c3ccccc3Cl)nc2c1	·	12.9	·
COc1ccc2[nH]c3c(=O)n(N)c(C)nc3c2c1	·	-9.4	·
CNS(=O)(=O)c1cccc(C(=O)OCC(=O)Nc2sc3c(c2C#N)CCCCC3)c1	·	-1.6	·
Cc1ccc(C(=O)/C=C/C(=O)O)cc1	·	15.5	·
COc1ccc(-n2c(C)cc(/C=N/Nc3nnc(C)n3N)c2C)cc1	·	-6.7	·
CC(=O)c1cccc(NC(=O)CSCc2ccc(Br)cc2)c1	·	3.1	·
Cc1ccc(-c2csc3ncnc(Oc4cccc5ccc(C)nc45)c23)cc1	·	2.3	·
Cc1n[nH]c(C)c1CCC(=O)N/N=C/C=C/c1ccccc1	·	-23.2	·
COc1ccc(NCC(=O)N/N=C/C=C\c2ccccc2)cc1	·	-22.1	·
CC1=CN2C(=N)/C(=C\c3cn(CCCOc4ccccc4)c4ccccc34)C(=O)N=C2S1	·	17.9	·
CCN(CC)S(=O)(=O)c1ccc(NC(=O)c2cc(-c3ccccc3)nc3ccccc23)cc1	·	2.7	·
Cc1ccc(OCC(=O)N(C)Cc2ccccc2)c([N+](=O)[O-])n1	·	-7.0	·
CCOC(=O)C1CCN(c2ccc(C(N)=O)cc2[N+](=O)[O-])CC1	·	13.1	·
N#CC1=C(N)n2c(s/c(=C\c3cccs3)c2=O)=C(C#N)C1c1cccs1 (centres undefined)	·	-7.2	·
O=C(Nc1nc2ccc(Oc3ccccc3)cc2s1)c1cc([N+](=O)[O-])ccc1N1CCOCC1	·	10.7	·
COc1ccc(/C=C\C(=O)Oc2cccc(/C=N/NC(=O)Cc3ccc(OC)c(OC)c3)c2)cc1	·	24.6	·
S=C(NCCc1ccccc1)N/N=C/c1c(Cl)cccc1Cl	·	2.7	·
CCCCCCCC(=O)NNC(=O)CC(=O)Nc1ccccc1C(=O)O	·	-1.3	·
Fc1cccc(COc2ccccc2CNc2ccccc2)c1	·	64.9	·
COc1ccccc1NC(=O)CSCc1nc2ccccc2[nH]1	·	2.2	·
Cc1cccc(C)c1OCC(=O)Nc1ccc(S(=O)(=O)Nc2ccccn2)cc1	·	26.1	·
COc1ccc(Br)cc1/C=C/C(=O)c1ccc(NC(C)=O)cc1	·	19.9	·
CC(C)CC(NC(=O)c1cccs1)c1nnc(SCc2ccc(Cl)c(Cl)c2)n1C (centres undefined)	·	18.4	·
CCOC(=O)C(C)Sc1nnc(NC(=O)c2ccc(C)c([N+](=O)[O-])c2)s1 (centres undefined)	·	65.5*	·
O=C(NN1C(=O)C2C3C=CC(C4CC34)C2C1=O)c1ccc(Cl)c(Cl)c1 (centres undefined)	·	-10.5	·
Cc1cc(Cl)ccc1OCC(=O)NCCCCc1ccccc1	·	40.7	·
Cc1ccc(-c2nc(C)sc2CC(=O)Nc2cccc(C)c2C)cc1	·	-3.9	·
COCC(C)n1c(SCC(=O)NNC(=O)c2ccccc2)nc2ccccc2c1=O (centres undefined)	·	3.9	·
C=C(C)CNC(=S)Nc1cccc2cnccc12	·	29.2	·
COc1ccc2nc(-n3c(O)c(C4=c5ccccc5=NC4=O)[nH]c3=S)sc2c1	·	-19.9	·
CN1CCN(c2nc(-c3cccs3)nc3ccccc23)CC1	·	11.5	·
CSc1ccc(CNCCCN(C)C)cc1	·	2.3	·
Cc1ccc(CCc2nnc(SCC(=O)Nc3cccc(Cl)c3)n2-c2ccccc2)o1	·	7.1	·
O=C(COc1ccc(Cl)cc1)Nc1c(-c2cccs2)nc2ccccn12	·	-20.1	·
O=C(CCS(=O)(=O)c1ccc(Cl)cc1)NCCN1C(=O)S/C(=C\c2ccccc2F)C1=O	·	20.3	·
Cc1cc2oc(C(=O)Nc3ccc(S(=O)(=O)Nc4nccs4)cc3)cc(=O)c2cc1Cl	·	-1.8	·
O=C(N/N=C/c1c[nH]c2ccccc12)c1[nH]c2ccc(Br)cc2c1-c1ccccc1	·	32.2	·
Cc1cc(OCc2cc3c(cc2Cl)OCO3)c2c(C)cc(=O)oc2c1	·	-2.5	·
O=C1CN(C(=O)c2cc([N+](=O)[O-])ccc2Cl)C(c2ccccc2)c2cc(F)ccc2N1 (centres undefined)	·	-7.5	·
C=CCn1c(SCC(=O)Nc2ccc(-c3nc4ccc(C)cc4s3)cc2)nnc1-c1ccncc1	·	-12.4	·

3 entries drawn at random from those above:
SMILES	S1P2 blocker	CD11b adhes inh	S1P2 agonist
Cc1ccc(CCc2nnc(SCC(=O)Nc3cccc(Cl)c3)n2-c2ccccc2)o1	·	7.1	·
O=C(N/N=C/c1c[nH]c2ccccc12)c1[nH]c2ccc(Br)cc2c1-c1ccccc1	·	32.2	·
CN1CCN(c2nc(-c3cccs3)nc3ccccc23)CC1	·	11.5	·

This is a subset, so the mix of outcomes need not match the whole.
